# Compound activity (PubChem BioAssay)
# p53 PUMA act: mutant p53 pathway re-activators, primary screen, cell-based, SW480, luciferase, single point, HTS. SW480 PUMA-promoter luciferase, p53 mutant reactivation. activation, % at 9.98 µM. hit rate 1.5% among 28,000; in the data active means activation above about 52%; inconclusive means no clear call, values can overlap the other calls
# STK33 kin inh: STK33 kinase inhibitors, primary screen, biochemical, luminescence, ADP-Glo, MBP substrate; inhibition, % at 12.5 µM; hit rate 0.44% among 27,000; AID 2322, 2010; in the data active means inhibition above about 20%; inconclusive means no clear call, values can overlap the other calls
# Target sequence (Q9BYT3 whole entry, looked up): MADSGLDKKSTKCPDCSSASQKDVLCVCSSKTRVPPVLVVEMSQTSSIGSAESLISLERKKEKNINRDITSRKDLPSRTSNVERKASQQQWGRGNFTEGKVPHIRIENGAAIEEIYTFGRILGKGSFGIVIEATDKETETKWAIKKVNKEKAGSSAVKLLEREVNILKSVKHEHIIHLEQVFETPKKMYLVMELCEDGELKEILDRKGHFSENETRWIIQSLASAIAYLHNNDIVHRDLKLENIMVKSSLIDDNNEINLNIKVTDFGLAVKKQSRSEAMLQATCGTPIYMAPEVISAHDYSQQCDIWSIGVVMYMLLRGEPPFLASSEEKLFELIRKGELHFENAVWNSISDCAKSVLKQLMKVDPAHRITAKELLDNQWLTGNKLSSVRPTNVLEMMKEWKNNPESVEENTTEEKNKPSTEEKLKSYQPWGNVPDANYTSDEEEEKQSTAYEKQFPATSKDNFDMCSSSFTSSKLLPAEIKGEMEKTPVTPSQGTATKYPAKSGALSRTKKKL
# * hit, by the source's call; ? = inconclusive; nt = not tested or not shown; & = joins results of further samples. Some of the compounds tested; count on the stated rates, not on these rows.
Compound | p53 PUMA act | STK33 kin inh
COc1ccc(CC2(CCc3ccncc3)C(=O)NC(=O)N(c3cccc(C)c3)C2=O)c(OC)c1 (stereo unspecified) | 0 | 0
Oc1ccc2c3c1OC1c4[nH]c5c(c4CC4(O)C(C2)N(CC2CC2)CCC314)CC1(O)C2Cc3ccc(O)c4c3C1(CCN2CC1CC1)C5O4 (stereo unspecified) | -1 | nt
CNC(=O)O/N=C/C(C)(C)SC | nt | 0
C/C=C(/C)C(=O)O[C@H]1C(C)=C2[C@H]([C@@H]1OC(=O)CCCCC)[C@@](C)(OC(C)=O)C[C@H](OC(=O)CCC)[C@@]1(O)[C@H]2OC(=O)[C@@]1(C)O | -18 | 2
CC(C)N(CCC(C(N)=O)(c1ccccc1)c1ccccn1)C(C)C (stereo unspecified) | nt | 0&4
CC(C)[C@H]1C(=O)O[C@H](C(C)C)C(=O)N(C)[C@@H](C(C)C)C(=O)O[C@H](C(C)C)C(=O)N(C)[C@@H](C(C)C)C(=O)O[C@H](C(C)C)C(=O)N1C | -86 | -3
C[C@H]1CN([C@@H](C)CO)C(=O)CCCn2nncc2CO[C@H]1CN(C)C(=O)Oc1cccc2ccccc12 | nt | 2
C[C@@H]1O[C@@H](O[C@@H]2C=C3CC[C@@H]4C(CC[C@]5(C)[C@@H](c6ccc(=O)oc6)CC[C@]45O)[C@@]3(C)CC2)[C@H](O)[C@H](O)[C@H]1O (stereo partly specified) | -93 | -3
COc1ccc(-c2cc(=O)c3c(OC)c(OC)c(OC)cc3o2)cc1 | ? | 1
N#CC(O[C@@H]1O[C@H](CO)[C@@H](O)[C@H](O)[C@H]1O)c1ccccc1 (stereo partly specified) | 1 | -1
CN1CCN(c2ccc3ccccc3n2)CC1 | 7 | -1
C/C=C\C(C)=C\[C@H](C)C(=O)C[C@H](O)CC1CC(=O)NC(=O)C1 | nt | -8
CNc1ccccc1C(=O)O | nt | 0
C=C(C)[C@@H]1CCC(C)=C[C@H]1c1c(OC)cc(C)cc1OC | 15 | nt
O=C(O)c1[nH]c2ccc(Cl)cc2c1CC(=O)N1CCC2(CC1)OCCO2 | 1 | nt
COC(=O)N1CCN(C(=O)Cc2ccc(Cl)c(Cl)c2)C(CN2CCCC2)C1 (stereo unspecified) | 1 | nt
COc1cc([C@@H]2c3cc4c(cc3[C@H](OC(C)=O)[C@H]3COC(=O)[C@@H]23)OCO4)cc(OC)c1OC | nt | 1
CCC1C2CC[N+]3([O-])CCC4(C(=C2C(=O)OC)Nc2c(OC)cccc24)C13 (stereo unspecified) | -2 | 1
COc1ccc(C(=O)OC2C[C@H]3CC[C@H](C2)N3C)cc1OC (stereo partly specified) | -1 | 2
O=C1c2ccccc2C(=O)N1Cc1nc2ccccc2c(=O)n1-c1ccc(Br)cn1 | 21 | -1
O=C(Cn1cc(C(=O)c2ccccc2)c2ccccc21)Nc1ccc(F)cc1 | -10 | -2
C[C@H](CO)N1C[C@H](C)[C@H](CN(C)C(=O)Oc2cccc3ccccc23)OCc2cnnn2CCCC1=O | nt | -1
CC(C)=CCCN1CCC(NC(=O)[C@](O)(c2ccccc2)C2CCCC2)CC1 | 1 | nt
Cc1ccc2c(c1)Cc1c(C(=O)NN3CCCCC3)nn(-c3ccc(Cl)cc3Cl)c1-2 | -17 | nt

# 12 neighbouring compounds already listed, for reference:
Compound | p53 PUMA act | STK33 kin inh
CNc1ccccc1C(=O)O | nt | 0
C=C(C)[C@@H]1CCC(C)=C[C@H]1c1c(OC)cc(C)cc1OC | 15 | nt
O=C(O)c1[nH]c2ccc(Cl)cc2c1CC(=O)N1CCC2(CC1)OCCO2 | 1 | nt
COC(=O)N1CCN(C(=O)Cc2ccc(Cl)c(Cl)c2)C(CN2CCCC2)C1 (stereo unspecified) | 1 | nt
COc1cc([C@@H]2c3cc4c(cc3[C@H](OC(C)=O)[C@H]3COC(=O)[C@@H]23)OCO4)cc(OC)c1OC | nt | 1
CCC1C2CC[N+]3([O-])CCC4(C(=C2C(=O)OC)Nc2c(OC)cccc24)C13 (stereo unspecified) | -2 | 1
COc1ccc(C(=O)OC2C[C@H]3CC[C@H](C2)N3C)cc1OC (stereo partly specified) | -1 | 2
O=C1c2ccccc2C(=O)N1Cc1nc2ccccc2c(=O)n1-c1ccc(Br)cn1 | 21 | -1
O=C(Cn1cc(C(=O)c2ccccc2)c2ccccc21)Nc1ccc(F)cc1 | -10 | -2
C[C@H](CO)N1C[C@H](C)[C@H](CN(C)C(=O)Oc2cccc3ccccc23)OCc2cnnn2CCCC1=O | nt | -1
CC(C)=CCCN1CCC(NC(=O)[C@](O)(c2ccccc2)C2CCCC2)CC1 | 1 | nt
Cc1ccc2c(c1)Cc1c(C(=O)NN3CCCCC3)nn(-c3ccc(Cl)cc3Cl)c1-2 | -17 | nt

# (further entries)
Compound | p53 PUMA act | STK33 kin inh
C=CC1C[N+]2([O-])CCC1CC2C(O)c1ccnc2ccccc12 (stereo unspecified) | 9 | 0
COc1ccc2c(c1OC)C(=O)O[C@@H]2[C@H]1c2cc3c(cc2CCN1C)OCO3 | 13 | -1
CC1(C)C2CC(=O)[C@]3(C)C(CC[C@@]4(C)[C@H](c5ccoc5)OC(=O)[C@H]5O[C@]543)[C@@]2(C)C(=O)C[C@H]1O (stereo partly specified) | nt | 0
COC[C@H]([C@@H](O)[C@@H](O)C(=O)NCC[C@@H](C)c1nc(/C=C/C[C@H]2OC3(C[C@H](O)[C@H]2C)OC([C@@H](C[C@@H](O)[C@@H](C)[C@@H](O)[C@@H](C)/C=C(C)/C(C)=C/C=C/C(C)=C\C#N)OC)[C@@H](OP(=O)(O)O)C3(C)C)co1)N(C)C (stereo partly specified) | -82 | 2
CC(C)(C)NCC(O)c1cc(Cl)c(N)c(Cl)c1 (stereo unspecified) | nt | 0
CC1=C2[C@H]3OC(=O)[C@@H](C)[C@@H]3CC[C@@]2(C)C=CC1=O | nt | -2
